PP1 inh: PP1-alpha phosphatase inhibitors, primary screen, counter-screen for PP5 inhibitor project, biochemical, fluorescence, OMFP substrate, single point | purified PP1alpha | hit rate 0.9% among 320,000 | inhibition, % at 6.7 µM | Serine/threonine-protein phosphatase PP1-alpha catalytic subunit (Homo sapiens), P62136;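 active means inhibition above the mean inhibition of all tested compounds plus 3 SD, computed separately for each screening campaign, cut at about 15% in these data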
Target sequence (P62136 whole entry, looked up): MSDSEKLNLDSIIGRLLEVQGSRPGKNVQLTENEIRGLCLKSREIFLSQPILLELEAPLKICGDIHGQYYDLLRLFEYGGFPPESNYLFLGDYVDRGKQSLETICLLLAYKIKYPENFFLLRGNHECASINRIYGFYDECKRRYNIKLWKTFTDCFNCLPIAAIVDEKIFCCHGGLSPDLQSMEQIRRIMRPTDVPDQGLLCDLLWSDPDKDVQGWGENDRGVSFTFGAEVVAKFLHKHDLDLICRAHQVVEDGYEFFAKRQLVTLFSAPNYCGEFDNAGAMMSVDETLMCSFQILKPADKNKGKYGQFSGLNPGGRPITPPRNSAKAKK
CTSL1 counter: Fasciola hepatica cathepsin L1 inhibitors, primary screen, counter-screen for PFM18AAP inhibitor project, biochemical, QFRET, fluorogenic peptide substrate; recombinant F. hepatica cathepsin L1, Z-Leu-Arg-MCA fluorescence; inhibition, % at 5.96 µM; hit rate 0.49% among 300,000; AID 1906, 2009;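 active means inhibition above the mean of all tested compounds plus 3 SD, set per screening campaign, cut at about 17% in these data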;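 further: 0% = plate median of test compound wells and 100% = 1 µM Z-Phe-Ala-diazomethylketone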
procasp3 activ: activators of human procaspase-3 D3A mutant, primary screen, biochemical, absorbance, PC-3 D3A mutant, single concentration; Caspase-3 (Homo sapiens), P42574; recombinant procaspase-3 D3A, Ac-DEVD-pNA absorbance 405 nm; activation, % at 8.5 µM; hit rate 0.11% among 330,000; AID 463141, 2010;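 active means activation above the mean of all tested compounds plus 3 SD, cut at about 21% in these data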;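 further: 0% = DMSO alone and 100% = DMSO wells spiked with extra 5 µM PC-3 D3A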
Target sequence (P42574 whole entry D9A/D28A/D175A): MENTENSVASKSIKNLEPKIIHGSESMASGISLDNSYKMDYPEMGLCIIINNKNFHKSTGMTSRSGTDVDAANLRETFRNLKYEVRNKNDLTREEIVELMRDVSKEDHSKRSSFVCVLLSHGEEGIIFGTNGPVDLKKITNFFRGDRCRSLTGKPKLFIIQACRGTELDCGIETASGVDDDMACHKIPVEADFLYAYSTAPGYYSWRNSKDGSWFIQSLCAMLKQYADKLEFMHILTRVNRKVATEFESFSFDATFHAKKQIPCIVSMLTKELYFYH
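Technique: 405 nm absorbance of p-nitroaniline, reads at 0 and 120 min; Test system: Procaspase-3 D3A mutant; Incubation: 1 h enzyme-compound preincubation, then 2 h substrate reaction, 25 °C; Repeats: singlicate, each compound tested once; Benchmarks: low control DMSO wells, high control DMSO plus 5 µM PC-3 D3A.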
JMJD2C inh: inhibitors of GASC-1 histone demethylase, primary screen, biochemical, fluorescence, DELFIA europium; inhibition, % at 2.35 µM; AID 2099, 2009; hit rate 0.069% among 330,000; GST-JMJD2C(1-420) H3K9me3 demethylation; Lysine-specific demethylase 4C (Homo sapiens), Q9H3R0;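 active means more than half of a compound's replicate wells show inhibition beyond 50%, single wells judged on their own value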;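 further: signal counts dimethyl H3K9 product captured on neutravidin plate; 0% = median of DMSO wells and 100% = 0.3 times that DMSO median; strong numbers were not always called active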
Target sequence (Q9H3R0 1-420 limits assumed): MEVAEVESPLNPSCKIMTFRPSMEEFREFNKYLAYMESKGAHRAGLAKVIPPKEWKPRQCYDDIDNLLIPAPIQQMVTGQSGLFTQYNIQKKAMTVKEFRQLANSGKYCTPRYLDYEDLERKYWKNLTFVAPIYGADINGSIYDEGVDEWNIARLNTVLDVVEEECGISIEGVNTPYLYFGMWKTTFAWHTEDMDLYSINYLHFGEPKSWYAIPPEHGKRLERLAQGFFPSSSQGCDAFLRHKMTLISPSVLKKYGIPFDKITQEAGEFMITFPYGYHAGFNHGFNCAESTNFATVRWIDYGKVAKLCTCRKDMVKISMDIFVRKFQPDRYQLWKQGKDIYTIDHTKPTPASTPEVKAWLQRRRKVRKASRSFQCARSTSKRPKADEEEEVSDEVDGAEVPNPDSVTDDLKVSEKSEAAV
core dimer inh: inhibitors of HCV core protein dimerization, primary screen, biochemical, TR-FRET, high-throughput; hit rate 0.33% among 300,000; inhibition, % at 5 µM; TR-FRET GST/Flag-core106 dimerization, 1536-well; AID 1899, 2009;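 active means inhibition above the mean of all tested compounds plus 3 SD, set per screening campaign, cut at about 45% in these data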
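Assay system – GST-tagged and Flag-tagged HCV core protein residues 1-106 · Quantity – core106 proteins, GST 13.5 nM and Flag 17 nM · Benchmarks – unlabelled core106 and no-GST-core106 wells · Read-out basis – percent inhibition of core106 dimerization signal · Detection – time-resolved FRET, ex 340 nm, em 617 and 671 nm · Schedule – 4 h at 22.5 °C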
PP5 inh: PP5 phosphatase inhibitors, primary screen, biochemical, fluorescence; Serine/threonine-protein phosphatase 5 (Homo sapiens), P53041; purified PP5c, OMFP substrate fluorescence; inhibition, % at 6.7 µM; hit rate 0.18% among 320,000;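 active means inhibition above the campaign's mean inhibition across all tested compounds plus 3 SD, cut at about 9.5% in these data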;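 further: 0% = DMSO only and 100% = 100 µM cantharidin control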
Efflux pump inh: inhibitors of Candida efflux pumps in yeast, primary screen, S. cerevisiae, Nile Red, multiplex; S. cerevisiae Candida pump triplex; inhibition, % at 10 µM; hit rate 0.44% among 330,000; AID 485275, 2010;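 active means plate passing quality check with inhibition over a set limit, or well fluorescence over plate mean plus 4 SD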;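 further: Nile Red retained in pooled yeast measured as flow cytometry median fluorescence; 0% = buffer negative control and 100% = Enniatin B positive control; higher means more Nile Red kept so more efflux inhibition; some compounds called inactive have numbers as strong as hits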
procasp7 counter: procaspase-7 activators, primary screen, counter-screen for procaspase-3 activator project, biochemical, absorbance, HTS, human. activation, % at 8.5 µM. Caspase-7 (Homo sapiens), P55210. recombinant procaspase-7, Ac-DEVD-pNA absorbance 405 nm; D23A/D198A/D206A triple mutant, cannot self-cleave; scale: DMSO 0, 5 µM enzyme 100. hit rate 0.093% among 330,000;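 active means percent activation above the screen-wide mean plus 3 SD, cut at about 25% in these data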
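Detection: p-Nitroaniline absorbance at 405 nm, read at 0 and 120 min; system: Uncleavable procaspase-7 mutant enzyme; evaluation: % activation from two-timepoint absorbance difference, scaled to controls; times: 1 h enzyme–compound preincubation and 2 h substrate reaction, both 25 °C; buffer or medium: Zinc-free HEPES pH 7.4 with 300 mM NaCl, 0.01% Triton X-100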
TPT1 inhibitor: Candida albicans TPT1 enzyme inhibitors, primary screen, biochemical, fluorescence polarization; tRNA 2'-phosphotransferase TPT1 (Candida albicans SC5314); hit rate 0.81% among 300,000; recombinant caTPT1, FP RNA substrate dephosphorylation; inhibition, % at 5 µM;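 active means inhibition above the mean of all tested compounds plus 3 SD, set per screening campaign, cut at about 24% in these data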;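 further: plate controls were DMSO alone for no effect and ferristatin control at 100 nM for full effect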
Active calls of the source: *; / = not tested or not shown. Hits appear at their usual frequency (roughly 2.9% active in at least one column).

Structure	PP1 inh	CTSL1 counter	procasp3 activ	JMJD2C inh	core dimer inh	PP5 inh	Efflux pump inh	procasp7 counter	TPT1 inhibitor
Oc1ccc(Nc2nnc(-c3ccc(O)cc3)c3ccccc23)cc1	5.8	7.7	-4.7	1.0	-2.1	4.0	-0.1	-7.6	0.2
S=c1[nH]ncn1/N=C/c1ccccc1	-3.7	-0.8	-5.8	1.6	-5.4	1.3	0.3	-6.8	-3.5
Cc1ccc(OCCCC(=O)Nc2ccc(N3CCOCC3)cc2)cc1	-9.4	-2.4	0.2	-45.1	-3.6	1.8	0.1	3.7	1.0
COc1ccc(N2CCN(C(=O)Cc3ccc(C)cc3)CC2)cc1	-1.9	-9.3	-2.6	-3.1	5.2	-0.5	-0.1	6.3	-2.9
Cc1ccccc1-n1c(SCC(=O)c2c(N)n(C)c(=O)n(C)c2=O)nc2sc3c(c2c1=O)CCCC3	-0.7	-1.0	-7.1	11.3	26.8	-0.6	-0.2	1.5	-2.8
CC(=O)N/C(=C/c1ccc(OS(=O)(=O)c2ccc(C)cc2)cc1)C(=O)NCCO	2.9	-0.6	3.5	-12.6	-2.5	-1.8	0.0	1.4	-0.8
O=C(NC(=S)Nc1ccc2oc(=O)ccc2c1)c1cccc(Cl)c1	4.9	0.7	-1.0	4.7	6.8	0.1	0.4	8.8	-1.9
O=C(c1cc(-c2ccncc2)nc2ccccc12)N1CCN(c2ccc(N3CCOCC3)nn2)CC1	-2.7	-3.9	-2.9	-3.1	1.9	0.8	0.1	-2.2	-2.0
Cc1ccc(S(=O)(=O)CCc2ccncc2)cc1	-1.3	-8.2	-8.7	-3.1	-5.7	-0.4	0.1	-18.5	-1.2
CC(=O)c1cccc(NC(=O)C2CC(=O)N(c3ccc4c(c3)OCCO4)C2)c1 (stereo unspecified)	-1.5	/	8.4	-2.6	/	-1.3	0.0	-0.5	/
O=C(Nc1cccc(S(=O)(=O)NCc2ccco2)c1)c1cccc(Cl)c1	/	/	4.0	11.9	/	/	0.1	-6.3	/
O=c1cc(O)nc(SCc2ccccc2)n1-c1ccc(Cl)cc1	20.6*	2.4	-5.1	1.4	-1.3	1.5	-0.1	-1.5	1.1
Cc1ccc(-c2cc(-c3ccccc3)nc(N)c2C#N)o1	-0.4	2.8	16.7	9.4	-1.2	1.7	-0.1	15.9	13.0
O=C(CCn1c2c(c3ccccc31)CCCC2)NNC(=O)c1ccc([N+](=O)[O-])cc1	0.6	-1.5	-1.6	3.3	6.3	-1.2	-0.4	-0.3	-1.2
CNC[C@H]1Oc2ccc(NC(=O)Nc3ccc4c(c3)OCO4)cc2C(=O)N([C@H](C)CO)C[C@@H]1C	/	/	-0.2	17.6	/	/	0.0	-1.1	/
CS(=O)(=O)c1cnc(-c2ccccc2)nc1-c1ccccc1Cl	1.5	3.7	4.0	-49.4	-2.3	1.1	0.0	-5.1	-3.6
O=C(NCc1ccccc1)c1ccc(CS(=O)(=O)c2ccc(Br)cc2)o1	2.0	-1.8	5.6	-0.6	10.2	0.2	0.0	5.9	1.1
Cc1sc(NC(=O)CCC(=O)O)c(C(N)=O)c1-c1ccccc1	1.4	3.1	-5.2	-0.1	-17.1	2.2	-0.1	-13.8	-1.3
O=C(Nc1ccc(F)cc1F)c1ccc2nc(N3CCOCC3)sc2c1	-2.0	3.7	0.7	5.7	-17.5	1.9	0.6	-1.4	-0.9
Cc1cccc(Nc2nnc(SCC(=O)c3ccc(O)cc3O)s2)c1	2.9	0.1	0.4	-6.4	1.5	2.5	0.0	-6.3	1.8
Cc1ccc(-c2nc(N)n(S(C)(=O)=O)n2)cc1	-1.5	1.8	0.4	-2.5	-7.3	2.4	-0.1	3.5	-2.2
Cc1ccccc1-n1nc2c(c1NC(=O)c1ccc(Br)o1)CSC2	5.6	1.7	-0.6	3.3	18.7	-2.8	0.0	2.3	1.2
COc1ccc(C(=O)NC2CCc3ccccc32)cc1OC1CCN(C(C)C)CC1 (stereo unspecified)	1.8	0.0	-1.7	15.2	6.8	-0.2	0.0	2.3	-3.2
COc1ccc(CNc2nc(Cl)c(C#N)s2)cc1	2.1	2.5	7.5	3.2	-4.4	1.3	-0.1	2.5	-0.7
C=CCN(CC=C)CCCOc1ccccc1C(=O)OC	-1.1	-2.9	1.8	-13.0	-0.1	2.1	0.0	-1.0	-0.3
CCN1C(=O)N(c2cccc3ccccc23)C(C)=CC1(C)C	1.6	2.2	9.1	1.3	1.0	0.7	-0.1	0.2	-2.3
CCC(C)(C)n1nnnc1C(c1ccc(C)cc1)N1CCCC1 (stereo unspecified)	-0.8	1.4	2.2	-0.4	-0.9	1.6	-0.1	5.8	-0.7
COc1ccc(S(=O)(=O)NCC2CCC(C(=O)NCc3cccnc3)CC2)cc1 (stereo unspecified)	-2.3	-3.2	1.6	-5.1	-4.6	-0.9	-0.1	2.5	-1.2
COc1ccccc1NC(=O)Nc1ccccc1SC	-5.7	1.4	5.2	-2.1	-22.2	-1.1	-0.5	-0.7	-4.4
CN1CCN(C(=O)CSc2nnc(COc3ccc(Cl)cc3)o2)CC1	-1.3	3.4	-3.4	-37.6	-8.2	0.5	0.0	-4.1	1.0
CC1(OC(=O)CCc2ccccc2)C(=O)C=C2C=C3CCCN3C=C2C1=O (stereo unspecified)	5.3	-0.6	4.9	0.5	19.8	2.3	0.1	-5.0	-6.4
CCCOc1ccc(C(=O)CCNc2ccc(C)c(Cl)c2)cc1	-2.4	-3.1	-0.2	-2.0	3.6	1.9	0.0	-3.6	-0.7
NS(=O)(=O)c1ccc(NC(=O)c2cc(-c3cccs3)nc3ccccc23)cc1	8.1	3.6	2.1	2.9	-8.0	3.1	0.1	1.4	-7.0
CC1CC(C)CN(C(=O)CCc2ccccc2)C1 (stereo unspecified)	-1.5	-1.9	0.0	0.6	-0.8	0.3	0.0	4.3	-1.1
Cc1ccc(SCc2nc(-c3ccccc3)no2)cc1	2.4	2.7	7.2	-2.5	-0.1	0.8	-0.1	-8.2	-2.9
CN1CCN(CC(O)COCc2ccc3c(c2)OCO3)CC1 (stereo unspecified)	-1.6	-4.2	7.1	24.3	0.5	2.1	0.1	-5.4	2.4
CCOC(=O)c1c(C)n(C)c2ccc(OC(=O)c3ccc(N4C(=O)CCC4=O)cc3)cc12	-2.6	5.2	-15.7	-7.1	-0.5	2.0	-1.7	11.9	-0.7
CCOc1cccc(NC(=O)/C(C#N)=C\c2cn(CC(=O)O)c3ccccc23)c1	1.5	3.0	-1.6	-7.3	8.7	2.3	0.0	-9.9	0.6
COc1ccc(NC(=O)CSc2nccn2-c2ccccc2)c(OC)c1	1.8	-4.4	2.4	4.1	-3.2	1.4	-0.2	-0.8	-1.4
CC(=O)Nc1ccc(CN2CCCCCC2)cc1	-6.9	-1.3	5.5	2.3	-9.4	0.6	0.0	-10.7	-1.7
O=C1CC(c2ccccc2Cl)=NN(c2ncnc3ccccc23)C1=O	-0.1	0.5	-5.4	4.8	3.2	-0.5	0.1	-11.6	21.8
CCn1cc(C(=O)Nc2cccc(C(=O)OC)c2)c(=O)c2ccc(C)nc21	-3.4	-1.1	-6.5	13.6	1.8	3.5	0.2	0.0	1.7
O=C(N/N=C/c1cc([N+](=O)[O-])cc([N+](=O)[O-])c1O)C(O)(c1ccccc1)c1ccccc1	9.0	/	-5.6	38.7	/	-0.1	0.0	-13.6	/
CCN=C1Sc2nc3ccc(OCC)cc3cc2CN1CCOC	-4.2	2.6	7.8	-1.9	-0.4	0.1	0.0	-0.2	-3.0
COCCn1c(=O)[nH]c(=O)c2c1nc(-c1cc(Br)c3c(c1)OCO3)n2Cc1ccccc1	-10.5	-7.5	1.6	-33.0	12.6	2.0	0.0	-5.6	1.8
CCOC(=O)c1cc(N)cc([N+](=O)[O-])c1	0.6	0.2	-14.3	4.0	-2.5	-2.3	0.0	1.6	-2.8
Cc1ccc(/C=C/S(=O)(=O)NCC(=O)OCC(=O)Nc2ccc(C(=O)N(C)C)cc2)cc1	-3.5	/	7.0	-4.1	/	2.6	0.6	-1.9	/
FC(F)(F)c1nc2ccccc2nc1N/N=C\c1ccccc1	-2.6	2.8	10.8	1.1	-4.0	5.2	0.1	-0.8	-3.5
Cc1ccc(CNC(=O)Cn2ccc3cc(S(=O)(=O)N4CCCC4)ccc32)o1	-3.4	-3.6	9.7	3.4	1.0	0.1	-0.1	1.7	0.6
O=C(NNc1c(Cl)cncc1Cl)c1cccs1	-0.8	-4.4	3.1	-2.3	-5.6	1.7	0.0	-5.1	-0.3
COc1ccc(CCNC(=O)CN(c2ccc(OC)c(OC)c2)S(=O)(=O)c2ccccc2)cc1OC	0.5	-0.7	3.0	0.0	0.2	-0.1	-0.3	-0.9	-4.1
O=C(NS(=O)(=O)Oc1ccc(Cl)cc1)OC[C@@H]1CCCN2CCCC[C@H]12	1.1	-2.0	-1.7	-9.9	-1.5	1.0	0.4	0.4	-3.2
COc1ccc(CCn2c(N)cc(=O)[nH]c2=O)cc1OC	-0.1	-1.9	4.9	0.9	-3.7	-2.3	-0.1	6.6	-4.2
CC(=O)c1cnn(-c2ccccc2)c1C	-3.1	-1.5	-7.1	-10.0	0.8	2.1	0.0	2.1	3.5
Nc1ncnc2sc3c(c12)CCNC3	-1.1	0.0	-2.1	0.4	-10.9	1.9	0.1	-5.0	-0.3

Full records, looked up by structure. Screens in order: PP1 inh, CTSL1 counter, procasp3 activ, JMJD2C inh, core dimer inh, PP5 inh, Efflux pump inh, procasp7 counter, TPT1 inhibitor
Nc1ncnc2sc3c(c12)CCNC3 across the screens: -1.1, 0.0, -2.1, 0.4, -10.9, 1.9, 0.1, -5.0, -0.3
Cc1ccc(CNC(=O)Cn2ccc3cc(S(=O)(=O)N4CCCC4)ccc32)o1 across the screens: -3.4, -3.6, 9.7, 3.4, 1.0, 0.1, -0.1, 1.7, 0.6

Assay outcomes deposited in PubChem BioAssay by several laboratories.
